Peg3 promoter: reduces Peg3 promoter-driven luciferase expression in HeLa; HeLa PEG-Prom luciferase reporter, luminescence, overnight; inhibition, % at 20 µM; 1.7% of 360,000 active; AID 588405;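 active means inhibition of at least 50% at 20 µM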
aDG glyco act: alpha-DG glycosylation activation | Pro5-aDG cells, alpha-DG glycosylation AlphaScreen (IIH6); 0% Pro5, 100% B10-LARGE cell signal | activation, % at 10 µM | 0.22% of 360,000 active | AID 624168;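 active means activation of at least 8% versus controls, or a plate z-score of at least 8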;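 further: Pro5 are CHO cells carrying HIG-tagged alpha-DG that lacks glycosylation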
TRPM1 prom inh: MITF TRPM1 promoter inhibition in SK-MEL-5 cells | SK-MEL-5 TRPM1 promoter luciferase, 24 h | inhibition, % at 12.5 µM | 0.83% of 330,000 active | AID 488899;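 active means mean inhibition across replicates of 60% or more, whatever share of single replicates reaches that level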; further: values of inactives mirror those of a sister screen read the other way
CaV13 ICDI inh: Primary screen for inhibitors of IQ motif and Ca2+-dependent inactivation inhibitor domain binding in CACNA1D, Förster resonance energy transfer in living cells, … | HEK cells, CFP/YFP FRET ICDI-IQ, plate reader, 10 min; percent FRET-ratio fall versus neutral wells | inhibition, % at 12.3 µM | 0.098% of 340,000 active | AID 743397;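 active means mean replicate inhibition of at least 30% and at least 1% of replicates passing that level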;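 further: 0% = median of the neutral control wells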
Granule exo inh: blocks lytic granule exocytosis; TALL-104 LAMP-1 surface exposure, flow cytometry; cells stimulated with thapsigargin and PMA; inhibition, % at 10 µM; 0.66% of 360,000 active; AID 651702;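 active means inhibition above about 55%, limit read from the data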
Vif inh: blocks HIV Vif function; HEK293T cells, Vif self-association by quenched fluorescence, imaging, 24 h; inhibition, % at 7.49 µM; 0.35% of 340,000 active; in the data active means inhibition above about 50%, passing the limit was not always enough; further: some results filed as inactive read as strong as hits
PDI turbidity: PDI (human) enzyme inhibition; AID 588391; inhibition, % at 10 µM; 0.052% of 350,000 active; PDI insulin aggregation turbidity, A650, 90 min;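 active means mean inhibition across replicates of 30% or more, whatever share of single replicates reach that level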;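 further: absorbance from insulin aggregation driven by PDI reduction with DTT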
Target sequence (P07237 whole entry, looked up): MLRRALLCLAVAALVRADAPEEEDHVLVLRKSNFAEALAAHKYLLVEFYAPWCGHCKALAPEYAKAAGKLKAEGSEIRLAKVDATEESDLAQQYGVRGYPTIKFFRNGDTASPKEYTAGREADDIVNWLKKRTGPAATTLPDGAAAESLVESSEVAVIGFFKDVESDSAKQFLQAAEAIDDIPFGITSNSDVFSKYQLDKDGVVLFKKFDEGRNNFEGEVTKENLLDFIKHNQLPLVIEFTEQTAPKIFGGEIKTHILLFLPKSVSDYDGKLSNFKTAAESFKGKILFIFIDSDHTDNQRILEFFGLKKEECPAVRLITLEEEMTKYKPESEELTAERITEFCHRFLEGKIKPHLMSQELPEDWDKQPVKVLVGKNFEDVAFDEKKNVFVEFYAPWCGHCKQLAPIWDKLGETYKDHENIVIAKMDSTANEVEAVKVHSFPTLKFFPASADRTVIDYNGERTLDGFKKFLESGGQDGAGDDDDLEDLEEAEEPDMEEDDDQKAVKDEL
iPSC survival up: increases survival of single human iPS cells | hiPSC single-cell survival, ATPlite luminescence; 100% = ROCK inhibitor wells, 0% = DMSO | survival enhancement, % at 20 µM | 0.044% of 360,000 active; in the data active means survival enhancement above about 18%;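 further: cells exposed to compounds for 16 hours before the ATP read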
NR2E3 ag-1: activates human NR2E3 receptor | Q9Y5X4 | CHO-S Gal4-NCOR/VP16-NR2E3 two-hybrid, luciferase | inhibition of corepressor binding, % at 3.98 µM | 0.35% of 360,000 active | AID 602229;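 active means inhibition above the mean of all tested compounds plus 3 SD, cut at about 70% in these data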;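 further: 0% = DMSO with NR2E3 transfected cells and 100% = cells lacking NR2E3 construct; higher means lower luciferase signal from less NR2E3 corepressor binding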
Target sequence (Q9Y5X4 whole entry, looked up, the tested form may be a part): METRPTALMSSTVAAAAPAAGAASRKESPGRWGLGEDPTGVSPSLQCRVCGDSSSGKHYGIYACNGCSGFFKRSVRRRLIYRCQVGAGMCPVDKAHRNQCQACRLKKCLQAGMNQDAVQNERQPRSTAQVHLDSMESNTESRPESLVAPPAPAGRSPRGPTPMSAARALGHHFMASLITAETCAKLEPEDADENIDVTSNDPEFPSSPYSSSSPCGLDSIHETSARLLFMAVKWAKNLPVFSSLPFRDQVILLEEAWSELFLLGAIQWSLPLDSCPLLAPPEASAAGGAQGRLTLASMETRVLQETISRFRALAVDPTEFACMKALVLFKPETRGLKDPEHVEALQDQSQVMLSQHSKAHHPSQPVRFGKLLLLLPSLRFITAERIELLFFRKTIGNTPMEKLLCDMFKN
NR2E3 ag-2: NR2E3 (human) agonism; Q9Y5X4; AID 2300; GST-NR2E3/biotin-RetCOR TR-FRET, 1536-well; 0.12% of 320,000 active; inhibition of corepressor binding, % at 4.78 µM;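 active means percent inhibition above the cutoff of mean plus 3 SD of all tested compounds, set per screening campaign, cut at about 20% in these data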;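 further: 0% = DMSO wells and 100% = biotin wells as full block of FRET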
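Material: NR2E3–RetCOR corepressor complex / Incubation: Compound–protein incubation for 5 h at 4 °C / Dosing: compound at 4.8 µM, single dose / Detection: time-resolved FRET / Benchmarks: high control biotin, low control 0.6% DMSO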
HIF-2a inh: HIF-2a inhibition | 786-0 RCC cells HIF-2a reporter, luciferase luminescence, overnight | inhibition, % at 18.8 µM | 0.72% of 360,000 active;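 active means inhibition of the luminescence signal of 40% or more relative to plate controls, in a single-dose primary screen at 18.75 µM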
* marks the source's active call; other numbers are inactive results.

O=C(CCN1C(=O)c2ccccc2S1(=O)=O)NCc1ccccc1 was read as Peg3 promoter 1, aDG glyco act 0.0, TRPM1 prom inh -9, CaV13 ICDI inh -7, Granule exo inh -1, Vif inh -10, PDI turbidity 8, iPSC survival up -0.4, NR2E3 ag-1 9, NR2E3 ag-2 -2 and HIF-2a inh 4.
`CCOc1nc2cnccc2n(CC(=O)Nc2ccc(C)c(C)c2)c1=O` gave Peg3 promoter 6, aDG glyco act 0.0, TRPM1 prom inh -4, CaV13 ICDI inh -4, Granule exo inh -7, Vif inh -2, PDI turbidity -5, iPSC survival up 2.1, NR2E3 ag-1 6, NR2E3 ag-2 1 and HIF-2a inh 14.
`COC(CNc1cc(=O)oc2ccccc12)OC` gave Peg3 promoter -2, aDG glyco act -0.3, TRPM1 prom inh 8, CaV13 ICDI inh -4, Granule exo inh 1, Vif inh -2, PDI turbidity 3, iPSC survival up -1.4, NR2E3 ag-1 -7, NR2E3 ag-2 2 and HIF-2a inh 17.
For CCN(CC)C1CCN(C(=O)c2cc(COc3cccc4cccnc34)on2)C1 (configuration not stated) the results were Peg3 promoter -13, aDG glyco act 0.0, TRPM1 prom inh -6, CaV13 ICDI inh -2, Granule exo inh 14, Vif inh 5, PDI turbidity 7, iPSC survival up -0.3, NR2E3 ag-1 13 and HIF-2a inh -3.
Screening CC(=O)Nc1ccccc1C(=O)N1CCN(Cc2ccccc2)CC1 returned Peg3 promoter 4, aDG glyco act -0.2, TRPM1 prom inh 4, CaV13 ICDI inh -2, Granule exo inh -2, Vif inh 8, PDI turbidity 1, iPSC survival up -1.0, NR2E3 ag-1 -8, NR2E3 ag-2 -2 and HIF-2a inh 13.
`O=c1nc(N/N=C/c2c[nH]c3ccccc23)cn[nH]1` gave Peg3 promoter -146, aDG glyco act 0.4, TRPM1 prom inh -56, CaV13 ICDI inh -3, Granule exo inh -2, Vif inh 7, PDI turbidity 4, iPSC survival up 0.0, NR2E3 ag-1 -112, NR2E3 ag-2 -1 and HIF-2a inh -226.
`Cc1ccc(NC(=O)c2noc(C(C)C)c2[N+](=O)[O-])cc1` gave Peg3 promoter -21, aDG glyco act 0.2, TRPM1 prom inh 10, CaV13 ICDI inh 6, Granule exo inh -1, Vif inh -1, PDI turbidity -6, iPSC survival up 0.3, NR2E3 ag-1 -34, NR2E3 ag-2 4 and HIF-2a inh -78.
For COc1ccc(CCNC(=O)c2cc3sc(Cl)cc3n2C)cc1OC the results were Peg3 promoter -5, aDG glyco act 0.0, TRPM1 prom inh 5, CaV13 ICDI inh -7, Granule exo inh -4, Vif inh -7, PDI turbidity -1, iPSC survival up 0.1, NR2E3 ag-1 -9, NR2E3 ag-2 3 and HIF-2a inh -4.
`Cc1ccccc1C(=O)c1cn[nH]c1-c1ccccc1O` gave Peg3 promoter -2, aDG glyco act 0.1, TRPM1 prom inh -17, CaV13 ICDI inh -20, Granule exo inh -1, Vif inh -4, PDI turbidity -45, iPSC survival up -0.2, NR2E3 ag-1 8, NR2E3 ag-2 1 and HIF-2a inh -19.
`CN(CC(=O)Nc1ccccc1Cl)C(=O)COC(=O)C1CC1` gave Peg3 promoter -3, aDG glyco act 0.0, TRPM1 prom inh 5, CaV13 ICDI inh -6, Granule exo inh -3, Vif inh 8, PDI turbidity 10, iPSC survival up 0.5, NR2E3 ag-1 11, NR2E3 ag-2 3 and HIF-2a inh 10.
N#CCSc1nnc(-c2c[nH]c3ccccc23)o1 was read as Peg3 promoter -34, aDG glyco act 0.2, TRPM1 prom inh -4, Granule exo inh 5, Vif inh -2, PDI turbidity -1, iPSC survival up -0.3, NR2E3 ag-1 -27, NR2E3 ag-2 7 and HIF-2a inh -49.
COC(=O)Cn1nnc(-c2cccc(OC)c2)n1 was read as Peg3 promoter 5, aDG glyco act -0.2, TRPM1 prom inh 0, CaV13 ICDI inh -10, Granule exo inh -1, Vif inh -7, PDI turbidity -4, iPSC survival up 3.8, NR2E3 ag-1 -16, NR2E3 ag-2 9 and HIF-2a inh 1.
COc1ccc(NC(=O)COc2ccccc2C)cc1S(=O)(=O)N1CCCCC1 was read as Peg3 promoter 5, aDG glyco act 0.4, TRPM1 prom inh 10, CaV13 ICDI inh -5, Granule exo inh -1, PDI turbidity -4, iPSC survival up 0.6, NR2E3 ag-1 -18, NR2E3 ag-2 0 and HIF-2a inh 6.
CCCCn1c(N)c(N(CC(C)C)C(=O)c2ccc(-n3c(C)ccc3C)cc2)c(=O)[nH]c1=O was read as Peg3 promoter 1, aDG glyco act -0.1, TRPM1 prom inh 0, CaV13 ICDI inh -5, Granule exo inh -4, Vif inh -5, PDI turbidity -1, iPSC survival up 1.0, NR2E3 ag-1 18, NR2E3 ag-2 3 and HIF-2a inh 9.
O=S(=O)(c1ccc(-c2ccon2)s1)N1CCOCC1 was read as Peg3 promoter 5, aDG glyco act -0.1, TRPM1 prom inh 15, CaV13 ICDI inh -5, Granule exo inh 0, Vif inh -4, PDI turbidity 1, iPSC survival up -0.7, NR2E3 ag-1 -1, NR2E3 ag-2 0 and HIF-2a inh 10.

Next part, overlapping the part above by 2 compounds.
CCCCn1c(N)c(N(CC(C)C)C(=O)c2ccc(-n3c(C)ccc3C)cc2)c(=O)[nH]c1=O was read as Peg3 promoter 1, aDG glyco act -0.1, TRPM1 prom inh 0, CaV13 ICDI inh -5, Granule exo inh -4, Vif inh -5, PDI turbidity -1, iPSC survival up 1.0, NR2E3 ag-1 18, NR2E3 ag-2 3 and HIF-2a inh 9.
O=S(=O)(c1ccc(-c2ccon2)s1)N1CCOCC1 was read as Peg3 promoter 5, aDG glyco act -0.1, TRPM1 prom inh 15, CaV13 ICDI inh -5, Granule exo inh 0, Vif inh -4, PDI turbidity 1, iPSC survival up -0.7, NR2E3 ag-1 -1, NR2E3 ag-2 0 and HIF-2a inh 10.
`CCn1c(C)nc2cc(S(=O)(=O)Nc3ccc(C)cc3)ccc21` gave Peg3 promoter 13, aDG glyco act 0.0, TRPM1 prom inh 3, CaV13 ICDI inh -6, Granule exo inh 17, Vif inh -5, PDI turbidity -2, iPSC survival up -1.5, NR2E3 ag-1 28, NR2E3 ag-2 3 and HIF-2a inh 1.
Screening Nc1cc2c(cc1Br)[nH]c(=O)c1ccccc12 returned Peg3 promoter -7, aDG glyco act -0.2, TRPM1 prom inh 93*, CaV13 ICDI inh -7, Granule exo inh 0, Vif inh 8, PDI turbidity -76, iPSC survival up 3.7, NR2E3 ag-1 -12 and HIF-2a inh -24.
CCc1ccccc1NC(=O)Cn1nnc(-c2cccnc2)n1 was read as Peg3 promoter 10, aDG glyco act -0.1, TRPM1 prom inh 12, CaV13 ICDI inh -4, Granule exo inh -1, Vif inh 6, PDI turbidity 1, iPSC survival up 5.0, NR2E3 ag-1 -15, NR2E3 ag-2 4 and HIF-2a inh 17.
N#C/C(=C\c1cccs1)c1nc2ccccc2[nH]1 was read as Peg3 promoter -208, aDG glyco act 0.3, TRPM1 prom inh -12, CaV13 ICDI inh -19, Granule exo inh -1, Vif inh 0, PDI turbidity -3, iPSC survival up -1.2, NR2E3 ag-1 -78, NR2E3 ag-2 -9 and HIF-2a inh -240.
For CCCCCCCCN1C(=O)[C@H](CC(=O)N2CCOCC2)C[C@@]2(C(=O)OCC)CCCC=C12 the results were aDG glyco act -0.2, CaV13 ICDI inh -5, Granule exo inh -4, iPSC survival up -0.4, NR2E3 ag-1 1 and HIF-2a inh 1.
For CC(NCC(=O)NCC(=O)Nc1ccc(F)cc1)c1cccc(C(F)(F)F)c1 (configuration not stated) the results were Peg3 promoter -10, aDG glyco act 0.2, TRPM1 prom inh 4, CaV13 ICDI inh -5, Granule exo inh -2, Vif inh -2, PDI turbidity 8, iPSC survival up 0.3, NR2E3 ag-1 -9 and HIF-2a inh 10.
COc1ccccc1N1CCN(C(=O)CSc2nnc(NC(=O)c3ccco3)s2)CC1 was read as Peg3 promoter -6, aDG glyco act 0.1, TRPM1 prom inh -11, Granule exo inh 2, Vif inh -14, PDI turbidity 1, iPSC survival up -0.1, NR2E3 ag-1 -19, NR2E3 ag-2 5 and HIF-2a inh 2.
Screening COCC(=O)NCCNc1nc2ccc(C)cc2cc1C returned Peg3 promoter -2, aDG glyco act 0.1, TRPM1 prom inh 0, CaV13 ICDI inh 0, Granule exo inh -4, Vif inh 3, PDI turbidity -4, iPSC survival up 4.3, NR2E3 ag-1 17, NR2E3 ag-2 0 and HIF-2a inh -17.
`COc1ccc(NC(=S)Nc2ncccc2C)cc1OC` gave Peg3 promoter -222, aDG glyco act 0.1, TRPM1 prom inh -70, CaV13 ICDI inh -5, Granule exo inh -5, Vif inh 2, PDI turbidity -2, iPSC survival up -0.9, NR2E3 ag-1 -128, NR2E3 ag-2 0 and HIF-2a inh -307.
`Oc1ccc2nnc3c(Br)cnn3c2c1` gave Peg3 promoter -18, aDG glyco act -0.1, TRPM1 prom inh -4, CaV13 ICDI inh 9, Granule exo inh -1, Vif inh -12, PDI turbidity -13, iPSC survival up -0.4, NR2E3 ag-1 -43, NR2E3 ag-2 -7 and HIF-2a inh -3.
Cc1ccc(NC(=O)Cc2cn(C)c3ccccc23)cc1F was read as Peg3 promoter -48, aDG glyco act 0.0, TRPM1 prom inh 23, CaV13 ICDI inh 10, Granule exo inh 8, Vif inh 2, PDI turbidity -1, iPSC survival up -0.7, NR2E3 ag-1 13, NR2E3 ag-2 0 and HIF-2a inh -74.
COc1ccc(CCNC(=S)NC(=O)c2cc(OC)c(OC)c(OC)c2)cc1OC was read as Peg3 promoter 9, aDG glyco act -0.2, TRPM1 prom inh -3, CaV13 ICDI inh -4, Granule exo inh -9, Vif inh -6, PDI turbidity 0, iPSC survival up 0.6, NR2E3 ag-1 -20, NR2E3 ag-2 0 and HIF-2a inh 9.
`Nc1nc(-c2ccccc2)c(N=Nc2cccnc2)s1` gave Peg3 promoter 31, aDG glyco act 0.4, TRPM1 prom inh 6, CaV13 ICDI inh -23, Granule exo inh -6, Vif inh 8, PDI turbidity 7, iPSC survival up -0.3, NR2E3 ag-1 11, NR2E3 ag-2 -1 and HIF-2a inh 7.
Screening C=CCn1c(O)c(CN2CCOCC2)c(C)c(C#N)c1=O returned Peg3 promoter 7, aDG glyco act 0.0, TRPM1 prom inh 12, Granule exo inh 1, Vif inh 14, PDI turbidity 15, iPSC survival up -2.6, NR2E3 ag-1 -7, NR2E3 ag-2 -4 and HIF-2a inh 19.
Cc1cccc(OCc2nnc(SCC(=O)Nc3ccc(C)c(C)c3)o2)c1 was read as Peg3 promoter 12, aDG glyco act 0.0, TRPM1 prom inh 3, CaV13 ICDI inh -9, Granule exo inh 0, Vif inh 32, PDI turbidity 0, iPSC survival up -0.5, NR2E3 ag-1 7, NR2E3 ag-2 -1 and HIF-2a inh 8.
`O=C(CNS(=O)(=O)c1ccc(Br)cc1)N1CCOCC1` gave Peg3 promoter 13, aDG glyco act 0.3, TRPM1 prom inh -6, CaV13 ICDI inh -6, Granule exo inh -2, Vif inh 3, PDI turbidity 6, iPSC survival up -4.5, NR2E3 ag-1 -6, NR2E3 ag-2 3 and HIF-2a inh 19.
For CCOC(=O)N1CCN(C2OC(=O)c3ccccc32)CC1 (configuration not stated) the results were Peg3 promoter 21, aDG glyco act -0.1, TRPM1 prom inh -8, CaV13 ICDI inh -5, Granule exo inh -1, Vif inh 4, PDI turbidity -5, iPSC survival up -1.7, NR2E3 ag-1 15, NR2E3 ag-2 0 and HIF-2a inh 10.

Screening results deposited in PubChem BioAssay by several laboratories.
